CRFR2-BP ag: CRF-BP/CRF-R2 complex agonism | activation, % at 13.2 µM | HEK293 CRF-R2/CRF-BP, calcium dye fluorescence (FLIPR); percent of saturating CRF peptide response | AID 588473 | hit rate 0.46% among 350,000;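 active = activation of at least 50%, plus an integration ratio under a set limit after plate pattern correction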;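 note: plate controls were neutral control wells without compound for no effect and CRF at EC100 for full effect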
M1 PAM: positive allosteric modulators of human M1 muscarinic receptor | P11229 | activation, % at 3 µM | AID 588819 | hit rate 0.088% among 360,000 | CHO-K1 hM1, Fluo-8 calcium fluorescence, ACh EC20; 0% = ACh EC20, 100% = maximal ACh; in the data active = activation above about 19%, passing the limit was not always enough
Target sequence (P11229 whole entry, looked up): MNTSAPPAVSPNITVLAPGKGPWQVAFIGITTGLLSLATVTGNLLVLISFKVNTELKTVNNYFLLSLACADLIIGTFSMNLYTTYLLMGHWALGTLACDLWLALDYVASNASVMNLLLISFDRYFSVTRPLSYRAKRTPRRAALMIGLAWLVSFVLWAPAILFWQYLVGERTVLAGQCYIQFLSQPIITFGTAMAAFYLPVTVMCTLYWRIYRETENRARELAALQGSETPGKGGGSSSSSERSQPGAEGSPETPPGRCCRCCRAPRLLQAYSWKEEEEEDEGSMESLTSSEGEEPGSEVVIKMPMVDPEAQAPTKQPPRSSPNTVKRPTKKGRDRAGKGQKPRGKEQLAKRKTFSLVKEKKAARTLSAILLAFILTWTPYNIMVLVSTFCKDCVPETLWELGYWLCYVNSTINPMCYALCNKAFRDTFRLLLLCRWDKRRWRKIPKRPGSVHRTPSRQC
M5 antag: blocks acetylcholine activation of human M5 receptor. P08912. CHO-hM5 cells, Fluo-8 calcium fluorescence, ACh EC80. inhibition, % at 3 µM. hit rate 0.59% among 360,000. AID 624040;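 active = inhibition above a per-plate cutoff, the mean of that plate's test compounds plus 3 SD, cut at about 27% in these data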;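 note: 0% = acetylcholine EC80 with DMSO and 100% = DMSO without agonist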
CHRM5 agonist: CHRM5 agonism in calcium assay | P08912 | activation, % at 3 µM | CHO-K1 hM5 cells, Fluo-8 calcium fluorescence; 0% DMSO wells, 100% maximal acetylcholine response | AID 624037 | hit rate 0.19% among 360,000;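 active = activation above the run's mean over test compounds plus 3 SD, cut at about 23% in these data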;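 note: signal is peak over basal fluorescence ratio across the kinetic read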
M4 PAM: positive allosteric modulators of human muscarinic M4 receptor | P08173 | CHO-K1 hM4/Gqi5, Fluo-8 calcium fluorescence, ACh EC20; 0% = ACh EC20, 100% = maximal ACh | activation, % at 3 µM | hit rate 0.4% among 360,000 | AID 624126;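 active = activation above its plate's cutoff, the mean activation of sample wells plus 3 SD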; note: some results filed as inactive read as strong as hits
Target sequence (P08173 whole entry, looked up): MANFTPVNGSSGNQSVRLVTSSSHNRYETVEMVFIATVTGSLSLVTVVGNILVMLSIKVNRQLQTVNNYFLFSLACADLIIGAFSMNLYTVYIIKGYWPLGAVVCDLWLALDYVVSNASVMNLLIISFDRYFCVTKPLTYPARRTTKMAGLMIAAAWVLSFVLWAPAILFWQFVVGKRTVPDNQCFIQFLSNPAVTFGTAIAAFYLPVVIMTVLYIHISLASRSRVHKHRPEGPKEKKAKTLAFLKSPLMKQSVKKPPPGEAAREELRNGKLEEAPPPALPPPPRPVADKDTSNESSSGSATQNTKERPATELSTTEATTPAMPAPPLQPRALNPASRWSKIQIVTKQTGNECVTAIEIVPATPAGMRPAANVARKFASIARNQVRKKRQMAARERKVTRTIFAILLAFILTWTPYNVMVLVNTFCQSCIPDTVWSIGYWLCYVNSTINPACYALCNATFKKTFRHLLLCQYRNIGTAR
M5 PAM: potentiates acetylcholine response at human M5 receptor | hit rate 0.3% among 360,000 | activation, % at 3 µM | AID 624038 | P08912 | CHO-K1 hM5, Fluo-8 calcium, ACh EC20 PAM; 0% = ACh EC20, 100% = ACh EC100;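 active = activation above the run cutoff, the mean activation of all test compounds plus 3 SD, cut at about 18% in these data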
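Test system: CHO-K1 hM5 cells / Doses: single-point, 3 µM nominal / Times: Post-acetylcholine fluorescence recording 140 s / Technique: Fluo-8 calcium fluorescence / Measure: Max/basal fluorescence ratio as % of EC20–EC100 ACh window / Benchmarks: low control EC20 acetylcholine (0%), high control EC100 acetylcholine (100%) / Replicates: one well per compound, no replicates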
CHRM4 antagonist: CHRM4 antagonism in calcium assay. CHO-hM4 cells, ACh EC80, Fluo-8 calcium fluorescence. inhibition, % at 3 µM. hit rate 0.73% among 360,000;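 active = inhibition above its plate's cutoff, the mean inhibition of sample wells plus 3 SD, cut at about 27% in these data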;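 note: 0% = acetylcholine EC80 with DMSO and 100% = DMSO without agonist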
M4 ag: agonists of human muscarinic M4 receptor (CHRM4); AID 624127; hit rate 0.14% among 360,000; activation, % at 3 µM; CHO-K1 hM4/Gqi5, Fluo-8 calcium fluorescence; vehicle 0%, full acetylcholine response 100%;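 active = activation above the run mean over all test wells plus 3 SD, cut at about 32% in these data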;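 note: peak over basal fluorescence ratio per well then scaled between controls; 0% = DMSO wells and 100% = acetylcholine at EC100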
M1 antag: blocks human M1 muscarinic receptor; inhibition, % at 3 µM; CHO-K1 hM1, Fluo-8 calcium fluorescence, ACh EC80 antagonist; hit rate 1.3% among 360,000;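 active = percent inhibition above its own plate's cutoff, namely the mean of that plate's compound wells plus 3 SD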;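 note: peak over basal fluorescence ratio during 140 s after agonist addition; 0% = ACh EC80 plus DMSO and 100% = DMSO alone without agonist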
Active calls of the source: *; nt = no result given.

Start of the data: the first 5 compounds as a preview:
#1 O=C(Cc1cccc(NC(=O)C2CCCN(C(=O)C3CCCCC3)C2)c1)Nc1cccc(C(=O)N2CCOCC2)c1 (stereo not given)
#2 CC(C)c1ccc(NC2CCCN(C(=O)c3cccs3)C2)cc1 (stereo not given)
#3 C=CC[C@@H](CC(=O)NCCO)C(=O)N[C@@H](COC(=O)[C@@H](CC=C)Cc1ccc(F)cc1)Cc1ccccc1
#4 Cc1ccc(-c2nnc(-c3ccc4ccccc4c3)o2)cc1
#5 CN(CC(=O)Nc1ccc(Cl)c(C(F)(F)F)c1)C(=O)c1cc(-c2ccncc2)nc2ccccc12
Screen / compound no.	1	2	3	4	5
CRFR2-BP ag	-0.6	0.9	5.7	3.6	0.1
M1 PAM	8	-3	13	6	12
M5 antag	-4	-5	-4	4	7
CHRM5 agonist	0	-2	5	2	2
M4 PAM	10	-8	11	7	-2
M5 PAM	4	-2	5	16	1
CHRM4 antagonist	-5	-15	-2	-15	4
M4 ag	0	3	13	1	2
M1 antag	-18	-2	4	-14	-12

The list itself, previewed entries included:
#1 O=C(Cc1cccc(NC(=O)C2CCCN(C(=O)C3CCCCC3)C2)c1)Nc1cccc(C(=O)N2CCOCC2)c1 (stereo not given)
#2 CC(C)c1ccc(NC2CCCN(C(=O)c3cccs3)C2)cc1 (stereo not given)
#3 C=CC[C@@H](CC(=O)NCCO)C(=O)N[C@@H](COC(=O)[C@@H](CC=C)Cc1ccc(F)cc1)Cc1ccccc1
#4 Cc1ccc(-c2nnc(-c3ccc4ccccc4c3)o2)cc1
#5 CN(CC(=O)Nc1ccc(Cl)c(C(F)(F)F)c1)C(=O)c1cc(-c2ccncc2)nc2ccccc12
#6 CSCCC(NC(=O)c1cc(C(C)(C)C)oc1C)C(=O)O (stereo not given)
#7 N#Cc1ccsc1NC(=O)C1CC(=O)N(Cc2ccccc2)C1 (stereo not given)
#8 CCOC(=O)c1c(C)n(CCOc2ccccc2)c2ccc(O)cc12
Screen / compound no.	1	2	3	4	5	6	7	8
CRFR2-BP ag	-0.6	0.9	5.7	3.6	0.1	-1.0	-0.3	-0.8
M1 PAM	8	-3	13	6	12	-2	2	3
M5 antag	-4	-5	-4	4	7	0	0	5
CHRM5 agonist	0	-2	5	2	2	2	5	-4
M4 PAM	10	-8	11	7	-2	7	0	-2
M5 PAM	4	-2	5	16	1	-4	-2	-6
CHRM4 antagonist	-5	-15	-2	-15	4	1	3	4
M4 ag	0	3	13	1	2	1	2	1
M1 antag	-18	-2	4	-14	-12	-11	-10	0

#9 CCOC(=O)c1c(NC(=O)Nc2ccc(C)cc2)sc2c1CCN(C)C2
#10 COC(=O)Cc1cccc2c(=O)c3ccccc3oc12
#11 COc1ccc(NC(=O)c2sc(=O)n(Cc3cccc(C(F)(F)F)c3)c2C)cc1OC
#12 N#CC1=C2N=C(N)c3c(sc4c3CCCCC4)N2C2=C(C(=O)CCC2)C1c1ccccc1 (stereo not given)
#13 COc1cc(OC)c(S(=O)(=O)Nc2ccccc2C(=O)O)cc1S(=O)(=O)Nc1ccccc1C(=O)O
#14 COc1ccc(Cc2c(N)nc(N)nc2N)cc1
#15 CC(=O)OC1COC(N2CCc3ccccc32)C(OC(C)=O)C1OC(C)=O (stereo not given)
#16 O=CN1CCN(C(=O)c2ccccc2Cl)CC1
Screen / compound no.	9	10	11	12	13	14	15	16
CRFR2-BP ag	-2.4	-1.9	nt	5.6	-0.1	2.9	0.6	-0.8
M1 PAM	8	12	0	5	6	2	3	9
M5 antag	-8	-6	0	6	2	1	2	8
CHRM5 agonist	0	0	2	-11	0	-5	0	-2
M4 PAM	3	3	1	-1	-2	10	3	8
M5 PAM	5	7	-7	11	-4	-1	0	2
CHRM4 antagonist	-1	3	5	1	-1	-1	-4	-1
M4 ag	0	1	6	2	0	0	1	1
M1 antag	-7	-12	-8	-4	-6	-9	-8	-22

Single entries from the results shown.
For M5 PAM, no. 2 reads -2
For CHRM4 antagonist, no. 7 reads 3
For M1 PAM, no. 6 reads -2

Further records follow.
#17 CCC(COC(=O)Nc1cccc(C)c1C)NC(=O)OCC(C)C (stereo not given)
#18 O=C(C1=C[C@H](c2ccc3c(c2)OCO3)C[C@H](OCCCCO)O1)N1CCN(Cc2ccc3c(c2)OCO3)CC1
#19 CC(=O)NC(c1ccc(F)cc1)c1cccnc1 (stereo not given)
#20 Cc1ccc(CN2C(=O)C(C)(C)Oc3ccc(C(=O)N4CCCCC4)cc32)cc1
#21 COc1ccc(Nc2nnc(C)c(=O)[nH]2)c(OC)c1
#22 CC12CCC(=O)N1C(C(=O)Nc1nnc(SCc3ccccc3F)s1)CS2 (stereo not given)
#23 OC(CNCC1CCCO1)Cn1c2ccc(Br)cc2c2cc(Br)ccc21 (stereo not given)
#24 CC1CCCCN1CCCNC(=O)c1ccc(Br)cc1 (stereo not given)
Screen / compound no.	17	18	19	20	21	22	23	24
CRFR2-BP ag	-0.7	-0.1	-0.1	0.1	0.1	-0.8	0.4	0.4
M1 PAM	4	6	8	2	14	0	9	-12
M5 antag	4	7	-1	5	-7	-4	8	15
CHRM5 agonist	2	-1	-1	-9	1	-5	0	-5
M4 PAM	4	-1	-1	-5	16	-9	2	-3
M5 PAM	0	1	-2	-6	1	-2	1	-4
CHRM4 antagonist	3	-1	-9	-10	-16	-1	14	12
M4 ag	1	3	1	3	0	4	7	0
M1 antag	-1	-5	-2	3	-21	-2	-10	12

#25 O=C(N/C=C\c1ccccc1)NCc1ccc(Cl)cc1
#26 O=C(CCNC(=O)C1CCN(S(=O)(=O)c2ccc(F)cc2)CC1)NCCc1cccc(F)c1
#27 COc1ccc2nc(C3CCCCC3)nc(C3CCCCC3)c2c1
#28 COc1ccc(C(=O)NC(=S)Nc2ccc3oc(=O)ccc3c2)cc1OC
#29 O=C(Nc1cccnc1Cl)c1ccc(Cl)c([N+](=O)[O-])c1
#30 c1ccc(CNCc2ccc3c(c2)OCO3)nc1
#31 Cc1cc(OC(C)C(=O)NCCCN2CCOCC2)c2c(C)cc(=O)oc2c1 (stereo not given)
#32 CN(C)CC(O)COc1cccc(OCC(O)CN(C)C)c1 (stereo not given)
Screen / compound no.	25	26	27	28	29	30	31	32
CRFR2-BP ag	-5.2	2.2	1.9	-3.1	-0.4	3.7	-0.6	-0.3
M1 PAM	-3	4	-1	10	5	4	-4	6
M5 antag	1	3	11	-3	5	0	14	-2
CHRM5 agonist	-4	-4	0	2	0	-1	-4	-6
M4 PAM	-2	0	0	11	1	-1	-1	1
M5 PAM	-5	-5	1	-3	-3	1	-9	3
CHRM4 antagonist	-7	4	-4	-6	-5	2	-10	4
M4 ag	0	2	1	1	0	0	1	0
M1 antag	2	0	3	-5	-9	-9	13	-18

#33 CCN(CC)c1ccc(NC(=O)COC(=O)CCC(=O)c2cccs2)cc1
#34 CC(=O)c1cccc(NC(=O)CN2C(=O)COc3ccc(S(=O)(=O)N4CCOCC4)cc32)c1
#35 CCOC(=O)C1(Cc2cccc(Cl)c2)CCCN(C(=O)c2cc(C)n(C)n2)C1 (stereo not given)
#36 CC(C)N1CC(C(=O)O)CC1=O (stereo not given)
#37 O=c1[nH][nH]c(-c2ccccc2)c1C=Nc1ccccc1Cl
#38 CCOc1cc(C(=S)N2CCOCC2)ccc1OS(=O)(=O)c1ccc(Br)cc1
#39 O=[N+]([O-])c1cccc(/C=C/c2ccccn2)c1
#40 CN(C)c1ccc(NC(=O)CSc2nc(C3CC3)nc3ccccc23)cc1
Screen / compound no.	33	34	35	36	37	38	39	40
CRFR2-BP ag	-0.2	1.9	-0.1	-0.5	1.0	0.3	-3.5	-0.6
M1 PAM	1	4	8	-7	7	6	11	6
M5 antag	-2	3	1	8	6	7	1	3
CHRM5 agonist	1	-5	-2	1	-7	-2	-6	0
M4 PAM	4	1	0	3	2	2	-5	5
M5 PAM	-1	-2	-5	-1	-6	1	6	3
CHRM4 antagonist	-1	-19	-3	-3	-4	-7	-1	-8
M4 ag	2	2	8	12	1	5	0	0
M1 antag	3	-5	-11	16	-7	-14	-13	-12

#41 Cn1c(CCNC(=O)c2ccco2)nc2cc(NC(=O)c3ccccc3)ccc21
#42 CCOC(=O)c1[nH]c2ccccc2c1NC(=O)C1CCCC1
#43 Cc1ccc(O)c(CO)n1
#44 CCC(Oc1cc(Cl)ccc1Cl)C(=O)NNC(=O)CCC(=O)O (stereo not given)
#45 Cn1cc(C(=O)NC2CCCCCCC2)c(=O)c2cc(S(=O)(=O)N3CCCC3)ccc21
#46 CCOC(=O)N/N=C\c1ccc(-c2cccc(C(F)(F)F)c2)o1
#47 COc1ccc(OC)c(-c2csc(NC(=O)Cc3ccccc3OC)n2)c1
#48 Cc1cc(=O)oc2c3c(cc(OCC(=O)NCCC(=O)O)c12)OC(C)(C)CC3
Screen / compound no.	41	42	43	44	45	46	47	48
CRFR2-BP ag	0.3	4.0	-1.1	0.4	0.6	-11	0.1	2.4
M1 PAM	8	-3	11	-5	2	3	0	5
M5 antag	11	1	13	-5	0	12	3	6
CHRM5 agonist	-1	0	-4	-2	-2	-2	-6	-1
M4 PAM	-1	-4	-2	7	2	0	-5	0
M5 PAM	-7	1	-4	-2	-3	-11	1	4
CHRM4 antagonist	-1	-4	2	-13	5	-2	-21	0
M4 ag	5	0	0	0	0	2	4	1
M1 antag	-14	5	-15	7	-2	-5	-5	-3

#49 Cc1cc(-c2ccccc2)n2nc(C)c(C#N)c2n1
#50 Cc1cccc(C(=O)OC(C)C(=O)Nc2ccc(S(=O)(=O)Nc3ncccn3)cc2)c1C (stereo not given)
#51 Cc1cccc(C)c1N1CCN(S(=O)(=O)N2CCCCC2)CC1
#52 CCCOc1ccccc1C1CC(=O)Nc2cc3c(cc21)OCCO3 (stereo not given)
#53 O=C(NC1CCCCC1)n1c(=O)oc2ccc(Cl)cc21
Screen / compound no.	49	50	51	52	53
CRFR2-BP ag	-2.6	-1.4	152*	-1.2	1.2
M1 PAM	5	7	12	10	-3
M5 antag	-1	2	-3	2	-5
CHRM5 agonist	-1	3	3	7	-1
M4 PAM	-1	9	0	4	7
M5 PAM	-3	-4	0	-6	5
CHRM4 antagonist	-4	0	-10	-7	-3
M4 ag	-1	1	1	3	1
M1 antag	-13	-4	-8	-15	5
